Bioassay records as filed in PubChem BioAssay.
DNMT1 inh: blocks human DNA methyltransferase DNMT1. actives 0.83% (n = 360,000). inhibition (reported as % activation of signal), % at 10 µM. DNMT1 molecular beacon, Hinp1I cleavage, fluorescence; in the data active = inhibition above about 50%
MsrA inh: inhibits bovine methionine sulfoxide reductase A. AID 651718. inhibition, % at 15.5 µM. actives 0.75% (n = 360,000). purified bovine MsrA, absorbance read-out; in the data active = inhibition above about 4.5%;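 also: 0% = vehicle wells with enzyme and 100% = reference inhibitor wells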
SUMO1-SIM PPI: modulators of human SUMO1-mediated protein-protein interactions; inhibition, % at 20 µM; P63165; SUMO1 binding to a labelled peptide, TR-FRET, 1 h; actives 0.33% (n = 360,000); in the data active = inhibition above about 37%
TbMetRS inhib: blocks T. brucei methionyl-tRNA synthetase activity | purified T. brucei MetRS, ATP depletion, Kinase-Glo luminescence | inhibition, % at 11.9 µM | actives 0.4% (n = 360,000) | AID 624268;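 active = inhibition above a per-plate cutoff of the control wells' mean inhibition plus 3 SD, cut at about 5.5% in these data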;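 also: 0% = DMSO wells median and 100% = median of wells with control inhibitor compound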
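Material: T. brucei methionyl-tRNA synthetase, purified; reagent: substrates ATP, L-methionine and bulk Escherichia coli tRNA; dosing: 11.9 µM single point; timing: 15 min plus 2 h at 25 °C; detection: luminescence of leftover ATP; evaluation: % inhibition; control set: DMSO-only wells as low control; replicates: singlicate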
STEP inh: STEP (human) phosphatase inhibition | actives 0.25% (n = 360,000) | recombinant STEP, OMFP fluorogenic substrate, fluorescence | inhibition, % at 20 µM;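 active = inhibition at 20 µM, scaled per plate between control wells, above about 37%, limit read from the data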;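 also: 0% = DMSO with enzyme and substrate and 100% = substrate only without enzyme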
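System: isolated STEP enzyme; schedule: 20 min enzyme reaction at room temperature, protected from light; medium: Bis-Tris buffer pH 6.0, 2.5 mM DTT, 0.005% Tween 20; signal: fluorescence, 480/540 nm; dosing: single compound dose of 20 µM, 1% DMSO final; also added: OMFP substrate, 25 µM final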
LMPTP block: LMPTP (human) inhibition; P24666; recombinant LMPTP-A, OMFP fluorogenic substrate, fluorescence intensity; inhibition, % at 20 µM; actives 0.22% (n = 360,000);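 active = compounds that cut the enzyme signal by at least half of the control window in the single-dose screen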;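 also: plate controls were DMSO wells with enzyme plus substrate for no effect and substrate without enzyme for full effect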
Target sequence (P24666 whole entry, looked up): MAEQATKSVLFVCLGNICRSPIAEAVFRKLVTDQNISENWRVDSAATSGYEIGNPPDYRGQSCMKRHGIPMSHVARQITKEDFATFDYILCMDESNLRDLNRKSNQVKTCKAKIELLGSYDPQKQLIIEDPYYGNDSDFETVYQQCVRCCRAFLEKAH
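Buffer or medium: Bis-Tris pH 6.0, DTT, detergent; Assay system: LMPTP-A enzyme; Quantity: 0.625 nM enzyme; Detection: endpoint fluorescence intensity; Times: 50 min dark incubation at room temperature; Controls: substrate-only low control, DMSO enzyme-plus-substrate high control; Doses: single 20 µM dose; Read-out: percent inhibition versus substrate-only and uninhibited controls; Reagent: 400 µM OMFP.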
CendR NRP1 mod: modulators of CendR peptide binding to human neuropilin-1. inhibition, % at 25 µM. FAM-RPARPAR peptide binding to NRP-1, fluorescence polarization. O14786. actives 0.85% (n = 360,000);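 active = inhibition or corrected inhibition above about 18%, plus a signal ratio from 0.5 to 1.5, limit read from the data, passing the limit was not always enough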; also: strong numbers were not always called active
E coli Lon inh: E. coli protease La inhibition; P0A9M0; inhibition, % at 7.94 µM; purified E. coli Lon protease, fluorescence polarization; actives 0.42% (n = 360,000); in the data active = inhibition above about 13%, passing the limit was not always enough;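 also: 0% = enzyme with probe and DMSO and 100% = no enzyme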
Target sequence (P0A9M0 whole entry, looked up): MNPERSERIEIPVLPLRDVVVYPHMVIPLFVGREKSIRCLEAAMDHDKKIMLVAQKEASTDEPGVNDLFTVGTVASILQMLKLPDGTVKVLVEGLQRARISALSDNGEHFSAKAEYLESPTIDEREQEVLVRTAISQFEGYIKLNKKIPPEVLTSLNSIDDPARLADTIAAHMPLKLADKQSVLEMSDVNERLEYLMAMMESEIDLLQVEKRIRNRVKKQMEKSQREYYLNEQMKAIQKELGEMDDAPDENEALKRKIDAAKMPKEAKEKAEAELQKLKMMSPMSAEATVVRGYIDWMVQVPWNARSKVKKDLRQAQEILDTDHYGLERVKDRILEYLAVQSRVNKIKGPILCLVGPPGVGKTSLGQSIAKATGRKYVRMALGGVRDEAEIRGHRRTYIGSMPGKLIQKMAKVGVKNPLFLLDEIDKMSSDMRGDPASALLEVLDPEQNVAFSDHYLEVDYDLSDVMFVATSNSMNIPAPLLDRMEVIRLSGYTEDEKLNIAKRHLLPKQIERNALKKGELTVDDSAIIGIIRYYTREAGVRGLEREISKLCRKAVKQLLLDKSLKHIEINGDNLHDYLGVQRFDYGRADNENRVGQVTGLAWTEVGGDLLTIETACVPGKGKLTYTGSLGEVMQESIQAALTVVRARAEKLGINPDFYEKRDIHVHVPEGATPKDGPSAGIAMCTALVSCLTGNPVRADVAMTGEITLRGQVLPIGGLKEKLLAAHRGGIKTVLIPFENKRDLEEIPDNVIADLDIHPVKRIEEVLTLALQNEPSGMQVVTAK
MsrA act: bovine methionine sulfoxide reductase A activation; purified bovine MsrA, absorbance read-out; activation, % at 10.6 µM; actives 0.3% (n = 360,000); AID 602163; in the data active = activation above about 7.5%;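 also: 0% = vehicle and 100% = reference activator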
Scp-1 inhibitor: Scp-1 (human) phosphatase inhibition | Q9GZU7 | Recombinant Scp1, phosphopeptide, malachite green phosphate absorbance | inhibition, % at 20 µM | actives 0.88% (n = 340,000);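 active = inhibition above about 50% at 20 µM, limit read from the data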;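 also: plate controls were DMSO wells with enzyme for no effect and wells lacking enzyme for full effect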
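Times: enzyme reaction 45 min at room temperature, colour 5 min, stabilisation 30 min. Material: SCP-1 catalytic fragment, aa 76-261. Medium: Acidic Tris acetate buffer with magnesium and detergent. Signal: colorimetric free-phosphate detection, absorbance 630 nm. Read-out basis: % inhibition of SCP-1 phosphate liberation. Reagent: Phosphorylated 17-residue peptide substrate.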
* hit, by the source's call; . = not tested or not shown; & = joins results of further samples.

nr	DNMT1 inh	MsrA inh	SUMO1-SIM PPI	TbMetRS inhib	STEP inh	LMPTP block	CendR NRP1 mod	E coli Lon inh	MsrA act	Scp-1 inhibitor	canonical_smiles
1	2	-0.7	6	-0.1	-1	-0.1	10	-10	-3	-3	O=C(O)C1CCCCC1C(=O)Nc1ccc(F)c(F)c1 (stereo not drawn)
2	-3	1.0	-2	-0.1	1	-1.4	-2	-3	0	.	O=C(Nc1nnc([C@H]2C[C@H](O)[C@@H](CO)O2)s1)Nc1ccccc1Oc1ccccc1
3	-5	-0.8	-34	1.5	0	2.8	-11	-3	-5	-5	Cc1ccoc1C(=O)NCCNc1ccc(Cl)cc1[N+](=O)[O-]
4	.	2.0	7	-1.6	.	17	-26	-5	-10	.	CCOc1ccc(CCN2C(=O)C(=O)N([C@@H](Cc3ccccc3)CN3CCC[C@H]3CN3C(=O)C(=O)NC[C@@H]3Cc3ccccc3)C[C@@H]2Cc2ccc(O)cc2)cc1
5	4	1.1	-6	-0.1	-3	-0.9	14	12	-4	-1	C1=C(c2ccccc2)Nc2ncnn2C1c1ccccc1 (stereo not drawn)
6	0	-0.2	0	-0.1	-4	0.4	5	2	-7	-3	CCC(=O)N1c2ccc(S(=O)(=O)CCC(=O)NC3CCCC3)cc2CC1C (stereo not drawn)
7	0	-0.2	-1	-0.8	0	-0.9	-3	-6	-4	-4	O=C(CCC(=O)N(CC(=O)NC1CCCCC1)Cc1cccs1)Nc1ccccn1
8	1	-1.3	-1	0.1	0	-0.6	-1	-6	-4	-6	Cc1ccccc1S(=O)(=O)NC1=NCCCCC1
9	24	0.4	-3	-0.7	-2	1.5	-18	0	-1	.	Cc1c(C)c2c(OCC(=O)NCC3CCC(C(=O)O)CC3)cc3c(c2oc1=O)CCC(C)(C)O3 (stereo not drawn)
10	72*	0.3	-8	-1.0	2	1.1	0	-1	-9	-1	O=C(COC(=O)C12CC3CC(CC(C3)C1)C2)Nc1ccc([N+](=O)[O-])cc1Cl
11	-1	-0.4	-3	0.0	4	-0.2	4	-11	1	-7	CCOc1cccc(/C=N/NC(=O)C2CCCC2)c1O
12	0	0.6	-2	-0.3	2	0.1	3	-1	-8	-2	CCOc1ccc(NC(=O)Cn2nnc(C(=O)NCc3ccco3)c2N)cc1
13	2	2.1	0	-0.6	-2	0.1	6	9	-2	0	COc1ccc(OCc2nnc(SCC(=O)NC3CCCCC3)o2)cc1
14	1	-1.6	-1	-0.2	-3	-1.7	-4	-4	-4	-5	O=C(NCc1ccc(F)c(F)c1)C1CCC(=O)N(CCc2ccccc2)C1 (stereo not drawn)
15	-5	-0.5	3	0.0	-1	2.9	-18	7	-3	-4	COC(=O)c1c(NC(=O)COC(=O)Cn2cnc3ccccc32)sc2c1CCCC2
16	-37	0.1	1	0.4	2	2.9	1	-11	-2	1	CCC(C)C(=O)Nc1nc(C)c(-c2csc(Nc3cc(OC)ccc3OC)n2)s1 (stereo not drawn)
17	5	1.3	1	-1.4	0	0.7	1	-4	-14	9	CN1N=C(C(=O)N=c2sc3ccccc3n2C)CCC1=O
18	-2	1.6	-6	0.3	0	1.0	4	2	-3	-9	COc1ccc(-c2cn3nc(SCC(=O)NCC4CCCO4)ccc3n2)cc1 (stereo not drawn)
19	1	-1.0	1	-1.4	6	-1.0	-4	-3	-8	-5	O=C(O)Cc1ccc(-c2ccccc2-c2ccccc2)cc1
20	5	0.0	-6	-0.4	-1	1.0	-10	-6	-4	0	Nc1c(Br)cc2c(c1Br)C(O)c1ccccc1-2 (stereo not drawn)
21	0	-1.4	7	-0.3	3	-1.4	0	7	-6	-4	COc1cc(OC)cc(-c2nnc(NC(=O)CCS(=O)(=O)c3ccccc3)o2)c1
22	0	-0.3	-1	-0.2	-2	0.5	13	6	-5	-17	O=C(CN(c1ccccc1F)S(=O)(=O)c1ccccc1)Nc1ccc2c(c1)OCCO2
23	0	0.7	-1	-0.5	2	2.3	-8	-5	-1	9	c1ccc(Cn2c(CSc3nnnn3-c3ccccc3)nc3ccccc32)cc1
24	1	2.9	-10	0.0	-1	-1.8	0	-4	-1	-5	O=C1CC(NNc2ccccc2)C(=O)N1c1ccccc1 (stereo not drawn)
25	-4	-0.4	-2	-0.3	0	-0.7	4	1	-3	-1	Cc1ccc(NC2OC(CO)C(O)C(O)C2O)cc1 (stereo not drawn)
26	2	-0.3	2	0.0	-1	-1.3	3	9	-2	-5	COc1cccc(CNS(=O)(=O)c2ccc(-n3cnnn3)c(C)c2)c1
27	4	2.0	0	-2.7	-2	0.3	-2	-10	-8	-4	CC(=O)c1sc(NC(=O)C(C)C)nc1C
28	-10	0.8	-8	-0.8	1	-1.1	-7	9	-2	-2	CCc1ccc(NC2CC(=O)N(c3ccc(OC)cc3OC)C2=O)cc1 (stereo not drawn)
29	1	-1.1	-5	-0.4	-3	-1.5	-5	-4	-1	-3	Cc1cc(C)n2nc(SCC(=O)N/N=C/c3ccccn3)nc2n1
30	-3	2.0	11	0.3	-8	1.4	137	11	-3	-7	COc1ccc(OC)c(/C=c2\sc3nc(-c4cccs4)nn3c2=O)c1
31	1	2.9	-22	1.7	-1	0.4	1	-7	-3	.	Nc1ccccc1C(=O)NN=Cc1cccc([N+](=O)[O-])c1
32	-2	0.6	10	-0.1	-5	0.9	-17	-6	6	1	C=C(C)C1CCC2(C(=O)O)CCC3(C)C(CCC4C5(C)C(C=O)C(O)C(C)(C)C5CCC43C)C12 (stereo not drawn)
33	2	0.9	3	-0.2	3	0.2	-8	-12	-2	-8	CSc1nc(N)nc2c1ncn2CC(=O)N[C@H](C)c1cccc2ccccc12
34	-10	1.7	-6	-0.2	-4	1.7	-10	-6	-5	-5	O=C(CSc1ccc2ccccc2c1Br)Nc1cccc(S(=O)(=O)NC2=NCCCCC2)c1
35	3	0.3	-1	-1.1	-1	-1.3	0	5	-10	-4	COc1ccc(CCNC(=O)CCN2C(=O)COc3ccc(C)cc32)cc1OC
36	1	0.0	2	0.1	-4	0.2	3	-1	0	0	CCc1ccccc1N1CC23C=CC(O2)C(C(=O)OCC(C)C)C3C1=O (stereo not drawn)
37	0	-0.6	1	-0.6	0	-1.0	-1	-2	-3	-8	O=C1CC(N2CCN(c3ccc(F)cc3)CC2)C(=O)N1Cc1cccs1 (stereo not drawn)
38	2	-0.9	4	-0.1	-3	-1.5	-1	-14	-3	-5	Cc1ccc(C(=O)NCC(=O)Nc2ccncc2)cc1
39	-2	2.0	3	-0.1	-1	0.3	8	1	2	-5	Cc1[nH]c2ccccc2c1SCC(=O)N1CCCCCC1
40	0	0.4	0	-0.9	-2	-2.7	-3	3	-5	-2	Cc1cc(C)n(C(=O)Cn2nc(C)c(Cl)c2C)n1
41	10	0.6	-12	1.6	0	-0.7	-6	-3	1	-9	CS(=O)(=O)N1CCN(c2ccc(Cl)cc2[N+](=O)[O-])CC1
42	0	-0.4	0	0.1	1	-0.9	1	0	-1	-9	COc1ccccc1NC(=O)C1CCCN(S(=O)(=O)c2cnc[nH]2)C1 (stereo not drawn)
43	5	0.6	2	0.5	2	0.3	-54	-8	3	-5	CCOC(=O)c1c(NC(=O)/C=C/c2ccco2)sc(C)c1C
44	2	-0.4	1	0.1	5	0.8	5	7	-6	10	CCOc1ccc(OCCC(=O)OCC(=O)NCc2ccccc2)cc1
45	3	-0.8	5	-0.1	-1	-1.1	-1	-6	-1	10	C=C(C)CSc1nc2c(c(=O)[nH]c(=O)n2C)n1Cc1ccccc1

An excerpt from above in order of the STEP inh value, largest number first:
nr	DNMT1 inh	MsrA inh	SUMO1-SIM PPI	TbMetRS inhib	STEP inh	LMPTP block	CendR NRP1 mod	E coli Lon inh	MsrA act	Scp-1 inhibitor	canonical_smiles
37	0	-0.6	1	-0.6	0	-1.0	-1	-2	-3	-8	O=C1CC(N2CCN(c3ccc(F)cc3)CC2)C(=O)N1Cc1cccs1 (stereo not drawn)
31	1	2.9	-22	1.7	-1	0.4	1	-7	-3	.	Nc1ccccc1C(=O)NN=Cc1cccc([N+](=O)[O-])c1
36	1	0.0	2	0.1	-4	0.2	3	-1	0	0	CCc1ccccc1N1CC23C=CC(O2)C(C(=O)OCC(C)C)C3C1=O (stereo not drawn)
32	-2	0.6	10	-0.1	-5	0.9	-17	-6	6	1	C=C(C)C1CCC2(C(=O)O)CCC3(C)C(CCC4C5(C)C(C=O)C(O)C(C)(C)C5CCC43C)C12 (stereo not drawn)

(further entries)
nr	DNMT1 inh	MsrA inh	SUMO1-SIM PPI	TbMetRS inhib	STEP inh	LMPTP block	CendR NRP1 mod	E coli Lon inh	MsrA act	Scp-1 inhibitor	canonical_smiles
46	-5	1.9	1	-0.4	-1	-0.9	-2	1	-3	7	O=C(Nc1cccc(C(=O)N2CCN(c3ccc(F)cc3)CC2)c1)c1ccccc1
47	0	-1.7	19	-0.5	4	3.1	-10	-3	-4	0	Cc1cc(Cl)ccc1Oc1ncc(-c2ccc(Cl)cc2)cn1
48	2	-1.4	5	-0.3	1	-0.2	1	-1	-2	-6	CCCCn1c(SCC(=O)OC)nc2c1c(=O)n(C)c(=O)n2C
49	0	1.9	-2	-0.2	-1	16	12	5	-9	0	OCCNc1nc(NCc2ccccc2)c2ccccc2n1
50	1&6	-0.6	3&5	-1.1&-0.2	-2&2	-1.7&-1.7	-7&7	0&-6	-1&-1	-3&-14	C[C@]12CCC(=O)C=C1CC[C@@H]1[C@@H]2[C@@H](O)C[C@@]2(C)[C@H]1CC[C@]2(O)C(=O)COC(=O)CCC(=O)O
51	0	-0.6	-4	-1.5	2	-0.8	-19	-1	-5	14	CCNC(=S)N1C2CCC1CC(NC(=O)NC1CCCCC1)C2 (stereo not drawn)

Random draw from the library, and some 4.3% of all compounds hit somewhere here.
